# Screening data (PubChem)
# KDM5B inh: KDM5B demethylase inhibition | Potency, µM (top dose mostly 57.7 µM), for inactives: at the highest dose activity change, negative = inhibition, usual class: inhibitors | KDM5B demethylase, FDH-coupled NADH fluorescence (FDH is formaldehyde dehydrogenase) | 220,000 compounds, 2.6% hits | Q9UGL1 | AID 1347165; active means well fitted inhibition curve with a large enough effect; inconclusive means small, poorly fitted or top-dose-only effect; inactive means no such curve, though single readings can be large or run the other way; further: 0% is about no effect; nearly all actives have a fitted effect of over 70% in size
# Target sequence (Q9UGL1 whole entry, looked up): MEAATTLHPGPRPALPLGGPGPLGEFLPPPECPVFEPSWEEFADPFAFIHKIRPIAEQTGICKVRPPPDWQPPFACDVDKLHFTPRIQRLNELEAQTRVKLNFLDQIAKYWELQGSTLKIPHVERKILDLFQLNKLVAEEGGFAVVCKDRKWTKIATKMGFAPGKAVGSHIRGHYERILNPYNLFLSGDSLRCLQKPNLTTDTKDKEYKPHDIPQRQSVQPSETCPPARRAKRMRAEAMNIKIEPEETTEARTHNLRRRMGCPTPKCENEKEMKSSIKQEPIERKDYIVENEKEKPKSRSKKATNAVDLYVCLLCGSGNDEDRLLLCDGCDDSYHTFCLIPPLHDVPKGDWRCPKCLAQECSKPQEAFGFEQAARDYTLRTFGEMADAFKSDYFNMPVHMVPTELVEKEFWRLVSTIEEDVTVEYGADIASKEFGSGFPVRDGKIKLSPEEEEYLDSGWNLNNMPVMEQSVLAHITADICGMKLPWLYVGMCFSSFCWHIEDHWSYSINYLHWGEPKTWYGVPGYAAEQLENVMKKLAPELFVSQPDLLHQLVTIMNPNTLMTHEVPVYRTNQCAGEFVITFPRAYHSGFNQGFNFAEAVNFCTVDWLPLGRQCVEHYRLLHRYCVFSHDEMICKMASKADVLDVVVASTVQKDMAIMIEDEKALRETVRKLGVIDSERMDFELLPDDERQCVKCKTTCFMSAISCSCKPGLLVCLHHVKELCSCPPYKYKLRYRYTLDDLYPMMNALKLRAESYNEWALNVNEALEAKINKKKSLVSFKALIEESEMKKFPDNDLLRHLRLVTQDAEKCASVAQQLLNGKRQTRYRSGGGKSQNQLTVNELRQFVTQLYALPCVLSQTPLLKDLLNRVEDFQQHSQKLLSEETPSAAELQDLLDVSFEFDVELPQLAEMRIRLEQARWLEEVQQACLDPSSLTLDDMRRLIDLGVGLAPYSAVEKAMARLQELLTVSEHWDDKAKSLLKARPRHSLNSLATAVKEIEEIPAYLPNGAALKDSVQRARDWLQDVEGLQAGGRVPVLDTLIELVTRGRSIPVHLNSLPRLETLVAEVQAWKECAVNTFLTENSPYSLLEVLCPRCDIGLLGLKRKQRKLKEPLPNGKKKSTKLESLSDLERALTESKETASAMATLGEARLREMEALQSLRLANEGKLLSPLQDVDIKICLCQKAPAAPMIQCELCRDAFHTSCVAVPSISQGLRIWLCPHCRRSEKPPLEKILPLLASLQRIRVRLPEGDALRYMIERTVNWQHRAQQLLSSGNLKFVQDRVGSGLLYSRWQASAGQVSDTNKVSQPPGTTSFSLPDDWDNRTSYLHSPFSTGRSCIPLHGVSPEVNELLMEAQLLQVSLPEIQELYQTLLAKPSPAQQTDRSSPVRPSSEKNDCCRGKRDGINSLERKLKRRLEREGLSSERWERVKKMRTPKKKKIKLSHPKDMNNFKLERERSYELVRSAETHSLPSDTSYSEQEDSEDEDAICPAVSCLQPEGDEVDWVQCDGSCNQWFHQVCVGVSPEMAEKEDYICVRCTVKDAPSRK
#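 Inhibition is measured as reduced NADH fluorescence generation from FDH coupling to formaldehyde release. Truncated KDM5BΔAP at 200 nM final acts on H3K4me3 peptide (12.5 µM in substrate mix) in pH 7.5 HEPES buffer with Tween-20, 30 min, room temperature.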
# Active calls of the source: *; i = inactive; ? = inconclusive; [ ] = dose if it differs, or a comment. Potency means the concentration at half of the fitted maximal effect.
KDM5B inh | canonical_smiles
-5% | COc1ccc(-n2nc(C(=O)N3CCCC(C)C3)c3c4ccccc4n(C)c3c2=O)cc1 (stereo unspecified)
-8% | NC(=O)CN1CCOC(Cc2cccc(C(F)(F)F)c2)C1 (stereo unspecified)
12% | CCCc1cc(CNC(=O)c2ccc(N3CCCC(CNC(C)=O)C3)nc2)on1 (stereo unspecified)
? | CCOc1ccccc1-c1cc(C(=O)O)c2ccccc2n1
13% | C=CCn1c(N2CCN(Cc3ccc(Br)cc3)CC2)nc2c1c(=O)[nH]c(=O)n2C
-24% | CCC(=O)N1CCc2cc(S(=O)(=O)NC(Cc3ccccc3)C(=O)Nc3ccccc3C)ccc21 (stereo unspecified)
20% | COc1cccc(CC(=O)N2CCCC3(C2)NC(=O)N(Cc2ccccc2)C3=O)c1 (stereo unspecified)
15% | CCCN(CCC)CCCNC(=O)C1CCC(CNS(=O)(=O)c2cccc3nsnc23)CC1 (stereo unspecified)
13% | CN(Cc1ccccc1)CC(C#N)C(O)c1ccccn1 (stereo unspecified)
12% | O=C(Cn1c(CO)cnc1SCc1c(F)cccc1Cl)NCc1ccccc1
? | COc1ccccc1N1CCN(C(=O)c2ccc(Nc3nc4ccccc4n4nnnc34)cc2)CC1
-22%[86.2 µM] | CN1C[C@@H](NC(=O)NC2CCCCC2)C[C@H]1c1nc(Cc2ccccc2)no1
-4% | Cc1cccc(C)c1OCCNC(=O)Cc1n[nH]c(=O)c2ccccc12
-5% | CC(=O)Nc1ccc(-c2csc(-c3ccccc3C)n2)cc1
? | CCOC(=O)c1ccc(NC(=O)CSc2nc(-c3ccc(OC)cc3)cc(C(F)(F)F)c2C#N)cc1
7% | CCCNc1c(NC(=O)C2CC(=O)N(c3ccccc3)C2)c(=O)oc2ccccc12 (stereo unspecified)
13% | CCOc1ccc(OCC)c(NC(=O)CN(C)S(=O)(=O)c2ccc3c(c2)CCCC(=O)N3)c1
-9% | CCC(=O)N1N=C(c2ccccc2C)CC1c1ccc2nccnc2c1 (stereo unspecified)
1% | O=C(COc1ccc2c(c1)CCC2)NC1CCS(=O)(=O)C1 (stereo unspecified)
-9% | CCOc1ccc2c(n1)CCN(C(=O)c1ccc(C)s1)C2
11% | OC[C@H]1CCN(c2nnnn2-c2ccc(Oc3ccccc3)cc2)C[C@H]1O
-12% | COc1ccccc1C(=O)N1CCn2c(nn(-c3ccc(F)cc3F)c2=O)C1
-8% | CC(C)S(=O)(=O)N1CC(n2cc(C(=O)NCc3ccccc3)nn2)C1
-12% | CCCNC(=O)c1ccc2[nH]c(C)c(C)c2c1
5% | CC(=O)c1cccc(NC(=O)C(C)OC(=O)Cc2n[nH]c(=O)c3ccccc23)c1 (stereo unspecified)
20% | O=C(CCc1ncc(-c2ccccc2)o1)Nc1ccncc1
7% | Cc1oc(-c2ccccc2)nc1CC(=O)N1CCNC(=O)C1
5% | Cc1ccc(-c2nc(Cn3cnc4sccc4c3=O)co2)c(C)c1
-7%[86.2 µM] | CN(Cc1ccccc1C(F)(F)F)C(=O)c1ccccc1Cl
19% | CCOc1ccc(NC(=O)Cn2c(=O)n(CCCS(=O)(=O)C3CCCCC3)c(=O)c3ccccc32)cc1
1% | O=S(=O)(NC1=NCN(CCO)CN1)c1ccc(Br)cc1
35µM* | COc1ccccc1-c1ncc2c(n1)OCCN(Cc1ccc(F)cc1F)C2=O
3% | Cc1ccc(-c2cc(-c3ccc(C)cc3C)[nH]n2)c(C)c1
-11% | COc1cccc(N2CCN(C(=O)C3CCN(S(=O)(=O)c4c(C)noc4/C=C/c4ccccc4F)CC3)CC2)c1
? | CCc1ccc(-c2cc(C)no2)cc1S(=O)(=O)Nc1ccc(Cl)cn1
-5% | CCOC(=O)C1CCN(C(=O)C2COC3(CCCCC3)N2C(=O)c2cccc(Cl)c2)CC1 (stereo unspecified)
-26% | O=C1CC(c2c[nH]c3ccccc23)c2c(c3ccccc3[nH]c2=O)O1 (stereo unspecified)
21% | CC1CCCN(C(=O)c2cc(-c3cccnc3)nc3ccc(Cl)cc23)C1 (stereo unspecified)
25%[86.2 µM] | CC(C)(C)C(=O)Nc1nc2c(s1)C[C@@H]1[C@](C)(CO)[C@H](O)CC[C@@]1(C)[C@@H]2CC(=O)O
19% | CN1CC(=O)N(CC(=O)N2CCC3(CC2)[C@H](O)C[C@@H]3OCCO)C1=O
-3% | Cc1c(Cl)cccc1N(CC(=O)NCCN1CCOCC1)S(=O)(=O)c1ccccc1
36%[activator] | Cc1ccc(C(=O)N2CCC(N3CCCC3=O)CC2)cc1O
? | CN(C)C[C@@H]1CN(Cc2ccccc2)C[C@H]1NC(=O)c1cnn(C)c1
2% | CCC(CO)NC(=S)Nc1cccc(C)c1 (stereo unspecified)
? | Nc1nnnn1NCc1cc(Cl)ccc1OCc1ccc(Cl)cc1Cl
-12% | O=C1CN(C(=O)C2CNCC23CCOCC3)CCN1 (stereo unspecified)
-10% | CCCN(Cc1nnc(-c2ccccc2Cl)o1)C(=O)c1ccc(F)cc1Cl
14% | CCNC(=O)[C@@H]1C[C@H](NC(=O)c2cc(C)nn2C)CN1C(=O)c1cc[nH]c1
22% | Cc1cccc2sc(NC(=O)CSc3nnnn3C)nc12
15% | CS(=O)(=O)NCCC(=O)O
-30% | CCc1cccc(C)c1NC(=O)CN1C(=O)C2(SCC(=O)N2c2cc(C)cc(C)c2)c2ccccc21 (stereo unspecified)
-3% | COc1ccc(C(=O)Oc2ccccc2C(C)=O)cc1Br
-20% | Cc1cc(NC(=O)c2cc(-c3cccc(Cl)c3)on2)nn1Cc1ccc(Cl)cc1
-18% | CCOc1ccc2c(n1)CCN(C(=O)Cc1ccccc1C)C2
1% | Cn1cnc2cc(C(=O)N3CCC4(CC3)OCCCC4O)ccc21 (stereo unspecified)
? | O=C(CC1C(=O)OCCN1Cc1ccccc1)Nc1cccc(Cl)c1 (stereo unspecified)

# Next section
KDM5B inh | canonical_smiles
? | COc1ccccc1C(=O)N1CCCN(c2cc(-c3ccc(Br)cc3)[nH]n2)CC1
13% | O=C(NC1CCN(c2cnn(Cc3ccccc3)c(=O)c2)CC1)C1CCOCC1
i[11.5 µM] | COc1cccc(Cn2c(NCc3ccc(C)cc3)nc3c2c(=O)n(C)c(=O)n3C)c1
-16% | Cc1oc(-c2ccccc2)nc1CC(=O)NCCc1ccc(F)cc1
6% | CC(C)Oc1ccc(NC(=O)CCc2c[nH]c3ccccc23)cc1
5% | Cc1ccc(-c2nnc(C3CN(C(=O)c4cccc(C)c4)CC34CCOCC4)o2)cc1 (stereo unspecified)
-14%[86.2 µM] | O=C(NC[C@H]1O[C@@H](CC(=O)N2CCOCC2)[C@H](O)[C@@H]1O)Nc1ccc(F)cc1F
-8% | Cc1cccc(C(=O)Nc2nc(-c3nnn(-c4cc(C)ccc4C)c3C)ns2)c1
-15% | CN(Cc1ccccc1)C(=O)C(=O)c1c[nH]c2ccccc12
20% | O=C(NC(=S)Nc1cc(Cl)ccc1N1CCOCC1)c1ccccc1[N+](=O)[O-]
9% | Cn1nc(C(=O)Nc2ccnn2Cc2cccc(Cl)c2)c2ccccc2c1=O
-19% | Oc1ccc(-c2nc(C3CC3)nc3c2CCN(CC2CCCCC2)CC3)cc1
-9%[149 µM] | CNCc1cccc(C(F)(F)F)c1
-14% | O=C(O)c1cc(NC2(c3ccccc3)C(=O)c3ccccc3C2=O)ccc1Cl
-24% | O=c1cc(-c2ccccc2)[nH]n2cnnc12
-11% | COc1ccccc1NC(=O)CCn1cnc2ccccc2c1=O
-7% | CC(=O)c1ccc(S(=O)(=O)NCCC(=O)N2CCN(CC(=O)Nc3cccc(F)c3)CC2)cc1
-12%[86.2 µM] | Fc1ccc(-c2cc(CC3(NCC4CCCCC4)COC3)no2)cc1
14% | CCOc1ccc(NC(=O)Cc2c[nH]c3ccccc23)cc1
-5% | Cc1ccc(Cl)cc1NC(=O)C1CCN(c2nnc(C)c3c(C)n(-c4ccccc4)nc23)CC1
-22% | CCc1ccc(-c2noc(CSc3ccc(S(=O)(=O)N4CCN(C)CC4)cn3)n2)cc1
16% | OC(CN(CC1CCOC1)C1CC1)c1ccc(C(F)(F)F)cc1 (stereo unspecified)
-17% | Cc1cccc(C(C)C)c1NC(=O)COC(=O)COc1ccc2c(C)cc(=O)oc2c1
15% | O=C(Nc1ccncc1)C1CCN(C(=O)c2ccc3ccccc3n2)CC1
-20% | COc1ccc(-c2ccc(=O)n(CC(=O)Nc3ccc(OC)c(OC)c3)n2)cc1
14% | CC(=O)c1ccc(OC(=O)c2cnc(C)cn2)cc1
-11% | CCOC(=O)c1ccc(NC(=O)Cn2nc3c(cc2=O)CCCCC3)cc1
? | CC(CCc1ccccc1)NC(=O)Cn1cccc1-c1nc(-c2ccc3c(c2)OCO3)no1 (stereo unspecified)
? | COc1cc2c(=O)c(S(=O)(=O)c3ccc(F)cc3)cn(Cc3ccccc3C)c2cc1OC
? | Cc1ccccc1Nc1c(-c2ccc(O)cc2)nc2c(C)cccn12
-24% | Cc1ccccc1CCN1CCC(CN(C(=O)c2cnn(C(C)C)c2)C2CCCC2)CC1
18% | CC(=O)N1CCCC(c2nn(C)c(=O)n2C(C)C)C1 (stereo unspecified)
? | O=C(O)CCn1cnc2onc(-c3ccccc3Cl)c2c1=O
-9% | CCCCCC(=O)N/N=C/c1ccc(C(C)C)cc1
4% | CC(C)n1nc(C(=O)Nc2cccc(S(=O)(=O)N3CCCCCC3)c2)c2ccccc2c1=O
-12%[86.2 µM] | COc1ccc(C(=O)N2CC[C@H](c3nnc(-c4ccccc4)o3)C2)cc1
-11% | Cc1cccc(C)c1NC(=O)CN1CCN(C(=O)CCc2ncc(-c3ccc(F)cc3)o2)CC1
11% | CCCc1nnc2sc(COc3ccc(Br)cc3)nn12
? | O=C(c1ccc(N2CC3CC(C2)[C@H]2CCCC(=O)N2C3)nc1)N1CCc2ccccc2C1 (stereo partly specified)
-6% | CCCC(=O)Nc1nnc(S(=O)(=O)N2CCCCCC2)s1
-1% | CC(=O)Cn1cnc2c(sc3nc(C)cc(C)c32)c1=O
0% | CN1CCN(C2CCOC3(CCN(S(=O)(=O)c4cn(C)cn4)CC3)C2)CC1 (stereo unspecified)
-23% | CCCC(=O)N1CCC(N2C(=O)C3(CCCCC3)C2c2ccncc2)CC1 (stereo unspecified)
-7% | COc1cccc(CNC(=O)c2ccc3c(c2)nnn3C2CCCC2)c1
8% | FC(F)(F)c1cccc(CSc2nc(-c3cccs3)cc(C(F)(F)F)n2)c1
? | CSc1nn(Cc2cccc(F)c2)c(N(C(C)=O)C(C)=O)c1S(=O)(=O)c1ccccc1
10%[86.2 µM] | O=C(c1ccccc1)N1CCC2(CC1)Cc1ccccc1NC2=O
-10% | Cc1cc(=O)c(C(=O)OCC#N)nn1-c1cccc(C(F)(F)F)c1
-12% | COc1ccccc1-n1cnnc1SCC(=O)NC(C)c1ccc(-c2ccccc2)cc1 (stereo unspecified)
-7% | O=C(COc1ccc(Br)cc1)N1CCC(c2ccccc2)=N1
13% | C[C@@]12CO[C@@H](COc3ccccc3)O[C@@H]1CC[C@]1(C)C2CC[C@@H](O)[C@H]1CC(=O)NCc1cc(F)cc(F)c1 (stereo partly specified)
? | CCc1ccccc1NC(=O)Cn1c(N2CCc3ccccc3C2)nc(C)cc1=O
-14% | COCCN1C(=O)CS(=O)C12CCN(S(=O)(=O)c1ccc(F)cc1)CC2 (stereo unspecified)
? | CCN1CCN(C(=O)c2ccc3c(c2)N(Cc2cc(C)ccc2C)C(=O)c2ccccc2S3=O)CC1 (stereo unspecified)
10% | Cc1oc(-c2ccccc2)nc1CC(=O)Nc1ccc2ccccc2c1
? | N#C/C(=C/c1ccncc1)C(=O)NCCc1ccccc1

# A second format for 17 compounds above.
mol,KDM5B inh
CCOc1ccc2c(n1)CCN(C(=O)c1ccc(C)s1)C2,-9%
OC[C@H]1CCN(c2nnnn2-c2ccc(Oc3ccccc3)cc2)C[C@H]1O,11%
COc1ccccc1C(=O)N1CCn2c(nn(-c3ccc(F)cc3F)c2=O)C1,-12%
CC(C)S(=O)(=O)N1CC(n2cc(C(=O)NCc3ccccc3)nn2)C1,-8%
CCCNC(=O)c1ccc2[nH]c(C)c(C)c2c1,-12%
CC(=O)c1cccc(NC(=O)C(C)OC(=O)Cc2n[nH]c(=O)c3ccccc23)c1 (stereo unspecified),5%
O=C(CCc1ncc(-c2ccccc2)o1)Nc1ccncc1,20%
Cc1oc(-c2ccccc2)nc1CC(=O)N1CCNC(=O)C1,7%
Cc1ccc(-c2nc(Cn3cnc4sccc4c3=O)co2)c(C)c1,5%
CN(Cc1ccccc1C(F)(F)F)C(=O)c1ccccc1Cl,-7%[86.2 µM]
CCOc1ccc(NC(=O)Cn2c(=O)n(CCCS(=O)(=O)C3CCCCC3)c(=O)c3ccccc32)cc1,19%
O=S(=O)(NC1=NCN(CCO)CN1)c1ccc(Br)cc1,1%
COc1ccccc1-c1ncc2c(n1)OCCN(Cc1ccc(F)cc1F)C2=O,35µM*
Cc1ccc(-c2cc(-c3ccc(C)cc3C)[nH]n2)c(C)c1,3%
COc1cccc(N2CCN(C(=O)C3CCN(S(=O)(=O)c4c(C)noc4/C=C/c4ccccc4F)CC3)CC2)c1,-11%
CCc1ccc(-c2cc(C)no2)cc1S(=O)(=O)Nc1ccc(Cl)cn1,?
CCOC(=O)C1CCN(C(=O)C2COC3(CCCCC3)N2C(=O)c2cccc(Cl)c2)CC1 (stereo unspecified),-5%

# Other compounds follow.
KDM5B inh | canonical_smiles
18% | O=C(c1ccc(Cl)c(S(=O)(=O)N2CCCCCC2)c1)N1CCN(c2ccccn2)CC1
-8% | N#Cc1ncn(Cc2coc(-c3cccc(Cl)c3)n2)n1
-7% | CNC(=O)[C@@H]1CN(C(=O)c2nn(C)c3ccccc23)C[C@H]1CO
? | CC(C)CCNc1nc2ccccc2nc1NS(=O)(=O)c1ccc(F)cc1
? | COc1ccc(-c2cc(C)no2)cc1S(=O)(=O)N1CC(C)Oc2ccccc21 (stereo unspecified)

# Not all compounds are listed; rates above refer to the full screens.
